# Screening results: PubChem BioAssay, The Scripps Research Institute Molecular Screening Center
# OXTR potentiate – potentiates the human oxytocin receptor response; activation, % at 3 µM; 0.061% of 320,000 active; CHO-OTR cells, Fluo-8 calcium fluorescence, potentiator mode; 0% = oxytocin EC15, 100% = EC100; P30559; AID 2445;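 active means activation above that plate's cutoff, the mean activation of tested compounds plus 3 SD, cut at about 6.6% in these data, passing the limit was not always enough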;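 further: 100% uses oxytocin at 75 nM as the full agonist control; some results filed as inactive read as strong as hits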
# Target sequence (P30559 whole entry, looked up): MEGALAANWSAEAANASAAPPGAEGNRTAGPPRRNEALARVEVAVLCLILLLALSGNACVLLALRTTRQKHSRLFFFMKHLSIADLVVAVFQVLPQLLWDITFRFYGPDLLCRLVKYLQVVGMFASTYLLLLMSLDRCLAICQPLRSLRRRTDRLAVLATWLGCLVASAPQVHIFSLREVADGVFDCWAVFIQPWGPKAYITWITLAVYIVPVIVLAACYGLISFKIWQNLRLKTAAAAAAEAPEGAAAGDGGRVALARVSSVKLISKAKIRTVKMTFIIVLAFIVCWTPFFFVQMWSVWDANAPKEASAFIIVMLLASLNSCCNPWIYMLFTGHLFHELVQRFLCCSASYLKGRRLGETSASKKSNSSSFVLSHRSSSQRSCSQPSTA
#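 assay system = CHO-OTR cells, human receptor | schedule = compound 6 min at room temperature before oxytocin, 100 s read | detection = Fluo-8 intracellular calcium fluorescence, ex 470-495, em 515-575 nm | evaluation = normalized max/min fluorescence ratio, % activation | control set = EC15 oxytocin alone as 0%, 75 nM oxytocin (EC100) as 100%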
# V1aR counter – activates human V1a receptor in oxytocin agonist counter-screen | P37288 | CHO-V1R cells, Fluo-8 calcium fluorescence, agonist mode; 0% DMSO, 100% 3 nM vasopressin | activation, % at 3 µM | 0.25% of 320,000 active | AID 2797;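 active means activation above the mean activation of all tested compounds plus 3 SD, per screening run, cut at about 20% in these data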;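 further: signal is peak over basal fluorescence ratio across a 100 second FLIPR read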
# TAAR1 antag – antagonists of human TAAR1. Q96RJ0. 1.5% of 360,000 active. CHO RD-HGA16 TAAR1, Fluo-8 calcium fluorescence, antagonist. inhibition, % at 3 µM. AID 624466;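 active means inhibition above a per-plate cutoff, the mean inhibition of test compounds on that plate plus 3 SD, cut at about 49% in these data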;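 further: 0% = DMSO plus EC80 beta-PEA response and 100% = DMSO alone without agonist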
#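 Assay system: RD-HGA16 CHO cells with stable hTAAR1 and Gα16 / Reagent: EC80 β-phenethylamine stimulus / Doses: 3 µM, single point / Timing: dye loading 75 min at 37 °C, then 30 min room temperature / Measured by: Fluo-8 intracellular calcium dye fluorescence, real-time kinetic reads / Controls: vehicle wells and EC80 agonist wells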
# CHRM1 agonist – activates human CHRM1 receptor; 0.33% of 360,000 active; CHO-K1 hM1, Fluo-8 calcium fluorescence, agonist mode; 0% DMSO, 100% acetylcholine EC100; P11229; activation, % at 3 µM;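 active means activation above the run's mean compound activation plus 3 SD, cut at about 16% in these data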;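 further: peak over basal fluorescence ratio within a 140 s kinetic read after compound addition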
# Target sequence (P11229 whole entry, looked up): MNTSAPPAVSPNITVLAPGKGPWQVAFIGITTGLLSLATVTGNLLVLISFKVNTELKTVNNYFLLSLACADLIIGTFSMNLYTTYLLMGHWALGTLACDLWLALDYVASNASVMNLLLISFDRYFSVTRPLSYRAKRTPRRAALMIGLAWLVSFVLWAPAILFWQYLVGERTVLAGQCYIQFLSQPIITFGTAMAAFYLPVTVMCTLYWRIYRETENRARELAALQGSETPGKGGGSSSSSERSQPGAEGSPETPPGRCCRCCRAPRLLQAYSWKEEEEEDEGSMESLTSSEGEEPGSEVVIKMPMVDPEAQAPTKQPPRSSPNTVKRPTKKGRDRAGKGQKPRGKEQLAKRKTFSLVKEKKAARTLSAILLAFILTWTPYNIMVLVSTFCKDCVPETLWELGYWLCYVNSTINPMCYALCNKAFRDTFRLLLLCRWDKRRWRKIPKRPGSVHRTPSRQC
# CHO-K1 Ca ag – counter-screen for M1 agonists: effect in parental CHO-K1 cells | 0.48% of 360,000 active | Fluo-8 calcium fluorescence; scaled to maximal ATP response, vehicle zero | AID 602248 | activation, % at 3 µM; in the data active means activation above about 15%;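 further: untransfected CHO-K1 host cells lacking M1 receptor as counterscreen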
# CHO-K1 Ca antag – nonselective inhibitor or artifact in parental CHO-K1 cells; ATP-induced calcium, Fluo-8 fluorescence; inhibition, % at 3 µM; 0.6% of 360,000 active; AID 602250;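 active means inhibition above a per-plate cutoff, the plate's mean sample inhibition plus 3 SD, cut at about 24% in these data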;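 further: 0% = DMSO plus EC80 ATP and 100% = DMSO alone without ATP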
# M1 PAM parental – counter-screen for M1 PAMs: effect in parental CHO-K1 cells; ATP EC20, Fluo-8 calcium fluorescence; 0% at ATP EC20, 100% at ATP max; activation, % at 3 µM; 0.02% of 360,000 active; AID 602247;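 active means activation above the run cutoff, the mean activation of all test compounds plus 3 SD, cut at about 40% in these data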;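 further: peak over basal fluorescence ratio in a 140 s read after ATP addition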
# CHO parental Ca – signal in parental CHO cells, OX1R antagonist counter-screen; parental CHO-K1, ATP-induced calcium, Fluo-8 fluorescence; 0.63% of 330,000 active; inhibition, % at 5.6 µM;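 active means inhibition above that plate's mean sample inhibition plus 3 SD, cut at about 26% in these data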;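 further: 0% = ATP-challenged DMSO wells and 100% = DMSO wells without ATP; some compounds past the cut are filed as inactive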
#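 Assay system: untransfected parental CHO cell line. Also added: ATP agonist challenge. Dosing: one dose, 5.6 µM nominal. Measured by: Fluo-8 fluorescence. Read-out: % inhibition. Benchmarks: ATP wells versus no-ATP DMSO wells. Repeats: no replicates.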
# TAAR1 ag – agonists of human TAAR1. activation, % at 3 µM. 0.99% of 360,000 active. CHO RD-HGA16 TAAR1, Fluo-8 calcium fluorescence; vehicle wells 0%, saturating PEA agonist 100%. AID 624467;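 active means activation above the mean activation of all test compounds in the run plus 3 SD, cut at about 38% in these data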
#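 test system = CHO RD-HGA16 cells carrying human TAAR1 plus Gα16 | schedule = 17-24 h seeding, 75 min 37 °C dye, 30 min RT | compound dosing = 3 µM single concentration | control set = DMSO and PEA EC100 | replicates = n 1 | signal = Fluo-8 fluorescence, 5 s baseline then 140 s kinetic read | measure = percent activation vs PEA EC100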
# * hit, by the source's call; . = no result given.
molecule,OXTR potentiate,V1aR counter,TAAR1 antag,CHRM1 agonist,CHO-K1 Ca ag,CHO-K1 Ca antag,M1 PAM parental,CHO parental Ca,TAAR1 ag
COc1ccc(CCNC(=O)COC(=O)/C=C/c2cc(OC)c(OC)c(OC)c2)cc1OC,-12,-0.5,6,-4,1.2,4,-11,-22,-1
COc1ccccc1N1CC(C(=O)NCCC2=CCCCC2)CC1=O (configuration not stated),0,0.3,2,-2,-0.1,-7,25,-17,10
Cc1cccc(C)c1NC(=O)C(c1ccc(Cl)cc1Cl)N1CCCCC1 (configuration not stated),-2,0.3,-10,-1,1.1,-15,26,-11,12
O=C(/C=C/c1cc(Br)ccc1O)c1ccco1,-3,1.9,14,1,2.4,0,-2,-18,1
Nn1c(SCc2ccc(Br)cc2)nnc1-c1cccnc1,-4,-0.9,3,-1,0.5,-8,18,-9,0
COc1ccc(CC(=O)Nc2ccc(/C(C)=N/NC(=O)c3ccc(OC)cc3OC)cc2)cc1,.,.,-10,-2,3.1,-3,5,.,-1
CC1=C(C(=O)N2CCCCCC2)CC(CC(=O)NC2CCCC2)C(=O)N1Cc1ccc(C(C)(C)C)cc1 (configuration not stated),.,.,-31,.,-0.4,-17,0,.,-2
COc1ccc(/C=C/C(=O)N2c3ccccc3Sc3ccc(C(F)(F)F)cc32)cc1,-15,0.6,-12,-5,0.6,-13,20,-41,-1
COc1cccc(Cn2cnc(-c3ccccc3OC)c2-c2cc(C)cc(C)c2)c1,.,.,5,.,0.0,-16,-3,.,3
Cc1ccc(N(CC(=O)NC(C)(C)C)C(=O)CCC(=O)Nc2ccccn2)cc1,.,.,1,-1,0.2,-6,9,.,3
Cc1ccc(-c2ccc(NC(=O)C3C4C=CC(C4)C3C(=O)O)cc2)o1 (configuration not stated),1,-0.9,9,-6,0.0,13,-7,-4,-1
COc1ccc(/C=N/S(=O)(=O)CCc2ccccc2)c(OC)c1,-4,0.1,0,-6,3.1,-12,21,-8,16
COc1ccc(C(=O)NC(Cn2ccnc2)C(C)(C)C)cc1OC1CCN(C(C)C)CC1 (configuration not stated),-3,0.3,-12,-2,0.0,19,-28,-8,0
COc1ccc(Cl)cc1S(=O)(=O)Oc1ccc(NC(C)=O)cc1,-8,2.7,2,0,1.8,-9,8,-17,17
CC(C)CNS(=O)(=O)c1cc(C(=O)OCC(=O)N(C)C2CCS(=O)(=O)C2)c(Cl)cc1Cl (configuration not stated),0,1.1,-2,-2,3.3,0,14,-10,0

molecule,OXTR potentiate,V1aR counter,TAAR1 antag,CHRM1 agonist,CHO-K1 Ca ag,CHO-K1 Ca antag,M1 PAM parental,CHO parental Ca,TAAR1 ag
CC1(C)OC(=O)C(=CNc2ncccn2)C(=O)O1,8,1.2,-13,0,0.1,-15,4,-5,5
Cc1ccc2c(c1)[C@H]1[C@H](CO2)[C@H](c2ccccc2)[C@]2(C)C(=O)Nc3ccccc3C(=O)N12,-4,-0.4,-2,-9,-0.2,-9,-5,-7,11
CCOC(=O)N1CCN(C(=O)Cc2cccs2)CC1,-10,1.1,-3,-3,-0.2,6,-7,-2,1
CCN(CC)CCOc1ccc(-c2c(C)c3c(ccc4ccccc43)oc2=O)cc1,.,.,-23,-2,0.6,-17,21,.,1
CN1CCN(NC(=O)c2cn(-c3ccccc3)nc2-c2cccs2)CC1,-16,-0.4,-6,-5,0.5,-3,25,2,1
CN(C)C(=O)COc1ccc(S(=O)(=O)c2ccc(OCC(=O)N(C)C)cc2)cc1,-3,-0.4,-8,-2,0.2,-10,6,-6,0
O=C1CCC(C(=O)OC(C(=O)Nc2ccc([N+](=O)[O-])cc2Br)c2ccccc2)=NN1 (configuration not stated),6,0.9,12,-4,0.7,-11,9,-14,-1
Cc1cc(Cl)ccc1OCC(=O)NNC(=O)c1cnccn1,-5,0.4,5,-6,-0.3,6,4,-18,1
CCOC(=O)C1(CCOc2ccccc2)CCN(Cc2ccc(C(=O)OC)cc2)CC1,.,.,-12,-4,2.5,1,-3,.,-1
CCn1ncc(C2=NOC(C(=O)Nc3cccc(O)c3)C2)c1C (configuration not stated),-19,0.8,-3,-3,0.7,2,-11,-9,10
COC(=O)CCCCCC(CCC(=O)OC)NC(C)=O (configuration not stated),7,-0.5,6,-3,0.0,-4,21,6,5
Cc1cc(NC(=O)COn2nnc3ccccc32)no1,-7,0.0,-34,-3,0.0,-15,16,-5,7
O=C(Nc1ccc(Cl)c(Cl)c1)N1N=CCC1c1ccccc1 (configuration not stated),.,.,0,-10,1.6,-8,-3,.,-1
COc1cccc(CN2CCC2(C)C(=O)Nc2ccc3c(c2)OCO3)c1F (configuration not stated),.,.,-21,1,1.2,-15,26,.,-1
COc1ccc(C)cc1NC(=S)N1CC(C)OC(C)C1 (configuration not stated),-2,-0.2,-36,-1,0.2,-10,-14,-5,25

molecule,OXTR potentiate,V1aR counter,TAAR1 antag,CHRM1 agonist,CHO-K1 Ca ag,CHO-K1 Ca antag,M1 PAM parental,CHO parental Ca,TAAR1 ag
O=C(NCCCn1ccnc1)c1cccc(S(=O)(=O)N2CCCCCC2)c1,-6,0.6,-12,-4,0.2,-3,8,-5,1
Cc1ccc(N(C(=O)CCCC(=O)Nc2ccccn2)C(C(=O)NC2CCCC2)c2ccc(O)cc2)cc1C (configuration not stated),4,0.9,-8,0,0.6,-20,-18,-31,4
CN1CCN(C(=O)c2cc(Cl)cc(Cl)c2)CC1,-1,1.1,-10,-8,-0.1,5,9,-6,3
COc1ccc(N2CC(C(=O)Nc3cccc(OC(C)C)c3)CC2=O)cc1 (configuration not stated),-3,-0.1,6,-5,1.0,14,13,-14,-2
O=C(Nc1ccccn1)NC1CCCCC1,-6,-0.9,-2,-3,0.9,-12,25,-25,1
Cc1cc(=O)oc2cc(OCC(=O)N3CCC(C(N)=O)CC3)ccc12,0,0.8,-20,0,0.1,20,-14,-9,0
N#Cc1cnn(-c2ccccc2)c1NC(=O)CN1CCN(c2ccccc2)CC1,-2,0.0,13,-4,3.7,-2,3,1,7
O=C(CN1CCN(c2ncccn2)CC1)N(Cc1ccccc1)c1ccc(F)cc1,-4,0.2,-15,1,1.8,-16,21,-25,13
Fc1ccc(-n2cc(-c3ccccc3)c3c(=S)nc[nH]c32)cc1,-11,-1.3,2,1,0.1,12,-8,-1,-2
CC(C)CCc1noc(CN(C)CC2CCN(Cc3ccccc3)CC2)n1,1,1.2,-14,-8,0.3,6,-10,-9,5
COc1cc(/C=C/C(=O)OC(C)C(=O)Nc2ccc(Cl)cn2)ccc1OC(F)F (configuration not stated),-7,2.6,12,-9,3.2,-26,22,-19,4
COc1cccc(NC(=O)Nc2nnc(N3CCCCC3C)s2)c1 (configuration not stated),-6,1.2,19,6,1.1,4,11,-19,1
COC(=O)c1ccccc1S(=O)(=O)N1CCC(C(=O)OCc2ccc([N+](=O)[O-])cc2)CC1,-6,5.3,14,1,5.0,1,-10,-1,6
C=CCn1c(SCC(=O)N2CCN(c3ccc(F)cc3)CC2)nnc1-c1cccs1,-21,0.9,-8,-3,0.1,3,-7,-16,0
CCN1CCC(=NNC(=O)CC23CC4CC(CC(C4)C2)C3)CC1,-22,1.7,14,-5,1.1,-4,18,-11,8

# Part of the list above in order of molar mass, descending.
molecule,OXTR potentiate,V1aR counter,TAAR1 antag,CHRM1 agonist,CHO-K1 Ca ag,CHO-K1 Ca antag,M1 PAM parental,CHO parental Ca,TAAR1 ag
CC(C)CCc1noc(CN(C)CC2CCN(Cc3ccccc3)CC2)n1,1,1.2,-14,-8,0.3,6,-10,-9,5
COc1ccc(N2CC(C(=O)Nc3cccc(OC(C)C)c3)CC2=O)cc1 (configuration not stated),-3,-0.1,6,-5,1.0,14,13,-14,-2
Cc1cc(=O)oc2cc(OCC(=O)N3CCC(C(N)=O)CC3)ccc12,0,0.8,-20,0,0.1,20,-14,-9,0
CN1CCN(C(=O)c2cc(Cl)cc(Cl)c2)CC1,-1,1.1,-10,-8,-0.1,5,9,-6,3

# Continuation.
molecule,OXTR potentiate,V1aR counter,TAAR1 antag,CHRM1 agonist,CHO-K1 Ca ag,CHO-K1 Ca antag,M1 PAM parental,CHO parental Ca,TAAR1 ag
O=[N+]([O-])c1ccccc1CN1CCN(Cc2ccc3ccccc3c2)CC1,-6,0.2,-12,-8,0.3,-8,14,-21,5
CCN(CC(=O)Nc1ccc(NC(C)=O)cc1)C(=O)CC1OC(=O)c2ccccc21 (configuration not stated),-7,0.8,-7,-3,0.7,-10,13,3,-1
Cc1cc(=O)n2nc(N3CCCC(C(=O)NCCCN4CCc5ccccc5C4)C3)sc2n1 (configuration not stated),.,.,4,-5,0.3,1,11,.,8
CCOC(=O)C1=CN(Cc2ccco2)S(=O)(=O)NC1CC (configuration not stated),.,.,0,-3,-0.1,-23,13,-5,1
CC(C)(CC(=O)O)CC(=O)Nc1ccc(Cl)c(Cl)c1,-3,-0.6,-8,-2,-0.2,3,-11,-8,1
COc1ccc(S(=O)(=O)NC2CCCCC2)cc1-n1cnnn1,-6,-0.8,2,-4,0.4,0,8,-12,-1
CC(C)CNC(=S)N1CCC(C(=O)c2ccc3c(c2)OCCO3)CC1,-18,7.9,12,-1,3.0,-15,5,6,3
O=c1nc2n(c3c4c(sc13)CCC4)CCC2,-14,-0.8,-6,-6,0.4,-15,25,-21,-1
CC1(C(=O)Nc2ccccc2)Cc2c(-c3ccc4c(c3)OCO4)ccnc2O1 (configuration not stated),.,.,-1,-4,0.1,-15,23,.,-2
Cc1cc(C)nc(N2N=C(C(F)(F)F)CC2=O)n1,0,0.3,2,0,1.4,1,10,1,10
Cc1ccccc1NC(=O)c1ccc(Cl)c(NC(=O)c2ccncc2)c1,-2,0.8,-20,1,0.9,-1,6,12,1
Cc1c(Cc2ccccc2)sc(NC(=O)c2ccco2)c1C(N)=O,-2,0.2,3,-6,2.1,-7,18,1,4
CCCCN(C=O)c1c(CC)nc2c(OCC3CCCCC3)cccn12,.,.,-53,-9,0.8,-13,9,.,5
O=C(NNC1=NCCC1)c1cccc(S(=O)(=O)N2CCCC2)c1,-2,0.9,-13,-8,0.6,-10,11,-4,3

# Quoted from the listing.
# For M1 PAM parental, O=[N+]([O-])c1ccccc1CN1CCN(Cc2ccc3ccccc3c2)CC1 shows 14
# For V1aR counter, O=c1nc2n(c3c4c(sc13)CCC4)CCC2 shows -0.8
# For TAAR1 ag, COc1ccc(S(=O)(=O)NC2CCCCC2)cc1-n1cnnn1 shows -1
